High-throughput results: PubChem BioAssay, several laboratories
MT stabilize HCS = stabilizes microtubules in HeLa cells | HeLa tubulin immunostaining HCS, 24 h; share of cells brighter than vehicle mean+2SD | % tubulin-high responders, % at 10 µM | actives 0.83% (n = 200,000);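 active = plate Z-score above 3 for both tubulin-high and condensed-nucleus cell shares, with cell loss under 80%, at 10 µM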;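 note: anti alpha tubulin signal scored within the nucleus-defined area of each cell; some results filed as inactive read as strong as hits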
Insulin prom up = MIN6 insulin promoter up-regulation; AID 1625; MIN6 insulin promoter-GFP reporter, high-content imaging; stronger effect = higher value; z-score at 5 µM; actives 0.3% (n = 190,000);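 active = z-score above 3 at 5 µM with at least 500 cells counted in the well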
P. falciparum M17LAP = P. falciparum M17LAP inhibitors, primary screen, biochemical, fluorogenic H-Leu-NHMec substrate, 1536-well (AID 1619); recombinant M17LAP, H-Leu-NHMec fluorogenic kinetic assay; higher % means a stronger effect; actives 0.38% (n = 220,000); inhibition, % at 30 µM, or IC50 in µM where a hit was titrated;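 active = compound inhibiting the enzyme by more than half at any dose during confirmatory dose-response retesting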;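 note: plate controls were full reaction with DMSO carrier for no effect and no enzyme background for full effect; strong numbers were not always called active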
P. falciparum M1AAP = malaria alanyl aminopeptidase activity blockers – biochemical, fluorogenic H-Leu-NHMec substrate, 1536-well (AID 1445). recombinant M1AAP, H-Leu-NHMec fluorogenic kinetic assay; higher % means a stronger effect. one-dose inhibition, % at 30 µM; IC50 in µM for titrated hits. actives 0.42% (n = 220,000);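 active = primary inhibition above the hit cutoff, then over 50% inhibition at one or more dose response concentrations, cut at about 23% in these data, passing the limit was not always enough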;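 note: plate controls were DMSO full reaction for no effect and no enzyme background for full effect; strong numbers were not always called active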
K1F lysis inhibition = protection from phage-mediated lysis, alamar blue read-out – E. coli UTI89, K1F phage, bacterial capsule biogenesis inhibitors (AID 488966). E. coli UTI89 K1F phage lysis, alamar blue, 2 h; higher % means a stronger effect. inhibition, % at 100 µM; hits with a dose series show IC50 in µM. actives 0.02% (n = 340,000);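 active = phage lysis inhibition, versus mean bacterial control, above a set limit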;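 note: capsule biogenesis inhibitors block K1F phage lysis so surviving cells raise fluorescence; higher fluorescence means more inhibition of phage lysis; actives were called in the ten point dose series up to 300 µM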
CSM14.1 death rescue = protection against thapsigargin-triggered cell killing – 384-well, CSM14.1, ATP luminescence, primary screen (AID 1222) | CSM14.1 thapsigargin-induced death rescue, ATP luminescence; higher % means a stronger effect | cellular ATP content (survival), % at 20 µM; hits with a dose series show EC50 in µM | 190,000 tested, under 10 active;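 active = EC50 below 50 µM in the dose-response confirmation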;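 note: death triggered by thapsigargin at about 15 µM added after 2 h compound pretreatment; cell ATP read after overnight thapsigargin exposure of roughly 18 to 22 hours; normalized against plate controls of thapsigargin alone and 5% DMSO vehicle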
Autophagy mod = alters autophagy in cells; actives 0.98% (n = 190,000); calls only at 10 µM (by protocol); MEF GFP-LC3 puncta imaging; test concentration mostly 10 µM;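 active = percentage of spot-positive cells more than 3 SD above its plate mean, without a fluorescence outlier flag or 80% toxicity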;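 note: spot-positive cell cutoff set from DMSO-treated cells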
Dynein transport = dynein cargo transport inhibition; 3617.4 mouse cells, GR-EGFP nuclear translocation imaging; test concentration mostly 20 µM; stimulated with dexamethasone, 1 µM; stronger effect = lower value; z-score, hits read low; actives 0.47% (n = 220,000); AID 1381;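 active = plate z-score of nuclear minus cytoplasmic receptor signal below a set negative limit, without overly bright fluorescence or cell loss, cut at about -3.5 in these data, passing the limit was not always enough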;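 note: z-score of nuclear minus cytoplasmic ring GR-EGFP intensity difference per well; some compounds called inactive have numbers as strong as hits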
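Also added: dexamethasone, 1.0 µM final. Medium: tet-free, stripped-serum medium. Detection: fixed, Hoechst-stained cells imaged at 10x for EGFP. Read-out: nuclear-to-cytoplasmic GR-EGFP distribution per well. Times: induction 48 h, compound 1 h, agonist 30 min.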
bCat nuc transl = modulators of beta-catenin nuclear translocation; actives 0.3% (n = 190,000); HeLa beta-catenin nuclear translocation, immunofluorescence imaging; AID 1665; nuclear translocation activity, % at 5 µM;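 active = nuclear translocation activity above 50% at 5 µM, with a well cell count of 50 or more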;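 note: per-cell ratio of nuclear to cytoplasmic median beta-catenin stain intensity; plate controls were DMSO negative control for no effect and GSK-3 inhibitor IX positive control for full effect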
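System: HeLa cells, endogenous beta-catenin; compound dosing: 5 µM primary single dose, 0.1% DMSO, 0.02–20 µM confirmation series; incubation: 24 h compound exposure at 37°C, 5% CO2; signal: beta-catenin immunofluorescence imaging with DAPI; evaluation: % activation, nuclear-to-cytoplasmic median beta-catenin signal ratio per cell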
Dynein transport cytoplasmic EGFP = further read-out of Dynein transport, marked with its call; z-score; measured here: cytoplasmic GR-EGFP intensity; stronger effect = higher value
Dynein transport nuclear GR-EGFP = also measured in Dynein transport; calls as there; z-score; measured here: nuclear GR-EGFP intensity;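 lower value marks the stronger effect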
Dynein transport cell count = also measured in Dynein transport; calls as there; z-score; measured here: cell count per field
Insulin prom up cell count = also measured in Insulin prom up; calls as there; cell count; measured here: cytotoxicity, nuclei count;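 total cells summed across four imaged fields per well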
bCat nuc transl cell count 5 µM = second read-out of bCat nuc transl, no call of its own (marks repeat the call); cell count; measured here: cell count, cytotoxicity flag
MT stabilize HCS Hoechst-high % = second read-out of MT stabilize HCS, no call of its own (marks repeat the call); % Hoechst-high responders; measured here: nuclear condensation Hoechst responders;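 share of cells brighter than vehicle mean plus two SD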
MT stabilize HCS cytotoxicity % = second read-out of MT stabilize HCS, no call of its own (marks repeat the call); toxicity, %; measured here: cytotoxicity by cell density;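 0% = mean cell density of plate MIN control wells and 100% = no cells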
Autophagy mod cell loss 18 h = second read-out of Autophagy mod, no call of its own (marks repeat the call); toxicity, %; measured here: cell loss, nuclei count;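 cell loss after 18 h compound exposure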
Active calls of the source: *; i = inactive; x = no result given; [ ] = dose if it differs, or a comment.

SMILES | MT stabilize HCS | MT stabilize HCS Hoechst-high % | MT stabilize HCS cytotoxicity % | Insulin prom up | Insulin prom up cell count | P. falciparum M17LAP | P. falciparum M1AAP | K1F lysis inhibition | CSM14.1 death rescue | Autophagy mod | Autophagy mod cell loss 18 h | Dynein transport | Dynein transport cytoplasmic EGFP | Dynein transport nuclear GR-EGFP | Dynein transport cell count | bCat nuc transl | bCat nuc transl cell count 5 µM
CC(Oc1ccccc1)C(=O)N1CCN=C1SCc1cccc(F)c1 (stereo unspecified) | x | x | x | x | x | -0.6% | 0.3% | -0.1% | x | x | x | -1.12 | -0.72 | -0.805 | 0.184 | 0.0 | 1316
O=c1ccnc(Nc2ccc3c(c2)OCCO3)[nH]1 | 2.7 | 1.9 | 7.6 | 3.66* | 1342* | -2.7% | -2.9% | x | -4.8% | i | -20.9 | -0.184 | 0.064 | 0.166 | -0.364 | -0.3 | 1090
CC(C)N(C(=O)CSc1nc(COc2ccccc2)nc2ccccc12)C(C)C | 4.9 | 2.0 | 1.9 | -0.89 | 1242 | 6.7% | 7.9% | -0.1% | 0.5% | i | 1.4 | 1.2 | -0.19 | 0.338 | -0.327 | -1.1 | 1116
Cc1[nH]n(-c2ccccc2)c(=O)c1C(C[N+](=O)[O-])c1ccc(Br)cc1 (stereo unspecified) | 2.1 | 1.2 | 7.4 | -0.09 | 748 | 33.1% | 10.2% | 0.3% | -5.0% | i | 1.2 | -2.94 | 0.844 | -1.6 | 0.503 | -5.1 | 1191
COc1cc(C)c(NC(c2ccccc2)c2ccccc2)cc1OC | 2.0 | 2.3 | 5.5 | -0.8 | 1278 | -6.8% | -1.1% | -0.1% | -1.7% | i | 3.0 | -0.0582 | -0.271 | -0.14 | -0.148 | -2.2 | 1129
O=C(Nc1ccc(N2CCN(Cc3ccccc3)CC2)cc1)c1cccnc1 | 3.2 | 2.1 | 10.7 | -0.91 | 1217 | -3.5% | -2.3% | 0.8% | -2.2% | i | -0.7 | -0.185 | -0.197 | -0.277 | 0.9 | x | x
O=C(CC1NC(=O)NC1=O)Nc1ccc(Cl)cc1 (stereo unspecified) | 2.7 | 2.2 | 3.4 | 1.42 | 928 | -0.1% | 4.2% | 0.6% | -0.8% | i | -7.8 | -0.213 | 0.0356 | -0.0645 | 0.331 | x | x
O=C(CCn1cnc2ccccc2c1=O)Nc1ccc(Cl)c(Cl)c1 | 2.7 | 2.2 | 7.1 | x | x | 2.4% | 5.5% | 0.1% | -0.8% | i | 0.1 | -0.189 | -0.116 | -0.0753 | 1.31 | x | x
Cc1ccc(Cl)cc1NC(=O)CCn1cccc1 | 1.4 | 2.4 | 10.1 | -0.71 | 1457 | -5.0% | 7.9% | 0.5% | 1.1% | i | 5.7 | -0.347 | 0.105 | 0.273 | 0.659 | -1.4 | 1012
O=C(NCc1ccc(F)cc1)c1cc2n(n1)C(C(F)(F)F)CC(C1CC1)N2 (stereo unspecified) | 5.7 | 2.2 | 5.2 | -0.4 | 973 | 15.6% | 0.9% | -0.6% | 0.7% | i | -1.2 | 1.23 | -0.0564 | 1.06 | -0.556 | x | x
COc1ccc(-c2cnnn2-c2ccc(NC(=O)/C=C/c3ccc(OC)c(OC)c3)cc2)cc1 | 6.4 | 2.1 | 4.2 | -0.81 | 1418 | -1.7% | 7.9% | 5.7% | 2.7% | i | 18.5 | 0.177 | -0.23 | 0.191 | 0.0169 | 0.5 | 1131
COc1ccc(C(=O)N2c3ccccc3C=CC2C#N)cc1 (stereo unspecified) | 4.7 | 3.0 | 7.0 | x | x | -5.8% | 15.3% | 0.8% | -1.8% | i | 8.7 | -0.99 | -0.241 | -0.731 | 0.455 | -1.2 | 929
COc1ccc(/C=C/C(=O)c2sc(-c3ccc(Cl)cc3)nc2C)cc1 | 8.3 | 2.7 | 14.3 | 0.25 | 1125 | 2.1% | 0.6% | x | -0.2% | i | 9.0 | -0.996 | -0.178 | -0.192 | 0.222 | -0.1 | 768
O=C(c1cnn2cccnc12)N1CCN(Cc2ccc3c(c2)OCO3)CC1 | 1.8 | 2.0 | 7.9 | x | x | 5.1% | -9.1% | 0.2% | 0.0% | i | -3.1 | -0.304 | -0.314 | -0.224 | 0.815 | x | x
O=C(/C=C/c1ccccc1)Nc1ccc(Br)cn1 | 34.1 | 17.5 | 81.3 | -0.82 | 781 | -2.9% | -1.9% | 0.1% | -0.9% | i | 36.0 | -0.0847 | 0.774 | 0.38 | 0.109 | 2.0 | 1023
COC(=O)c1ccccc1NC(=O)Nc1nnc(N2CCCCC2C)s1 (stereo unspecified) | 4.4 | 2.3 | 8.6 | -0.28 | 1333 | 19.2% | 1.1% | -0.3% | -5.4% | i | 8.8 | -0.114 | -0.227 | 0.637 | 0.516 | -1.4 | 592
CN(CC(=O)Nc1ccncc1)S(=O)(=O)c1ccccc1 | 4.5 | 1.6 | 5.6 | -0.08 | 1304 | 1.6% | -0.2% | 0.3% | 1.8% | i | 5.9 | 1.12 | -0.152 | 0.825 | -1.35 | 0.6 | 1095
c1ccc(-n2nnnc2Oc2cccc3cccnc23)cc1 | 2.2 | 2.5 | 2.8 | 0.52 | 1648 | 2.5% | 4.4% | 0.3% | -2.3% | i | 0.3 | 0.35 | -0.218 | 0.554 | 0.789 | 0.3 | 982
Cn1cc(CNCc2cn[nH]c2-c2ccc(F)cc2)c(-c2ccc3c(c2)OCCO3)n1 | 3.5 | 1.6 | 6.7 | x | x | -0.6% | 4.9% | 0.3% | -1.2% | i | -5.6 | 0.0612 | -0.17 | 0.0921 | -0.479 | -2.0 | 1007
Cc1sc2ncnc(Sc3ccccc3C(=O)Nc3ccc(C#N)cc3)c2c1C | 3.1 | 1.6 | 11.3 | 0.07 | 1211 | -10.0% | 1.2% | -2.1% | -1.4% | i | 5.3 | 0.064 | -0.214 | 0.0859 | 0.0889 | 1.7 | 932
CCN(CC)CCCNC(=O)c1cc(-c2ccc(Cl)c(Cl)c2)on1 | 1.8 | 1.7 | 5.9 | -0.71 | 1095 | 12.4% | 4.2% | 6.0% | -0.4% | i | 0.5 | 0.0862 | -0.214 | 0.211 | 0.059 | -0.4 | 962
Cc1nnc(-c2ccc(N3CCCCCC3)c([N+](=O)[O-])c2)o1 | x | x | x | -0.24 | 1210 | 8.7% | 8.9% | -1.3% | x | x | x | -0.687 | -0.0941 | -0.38 | 0.38 | 1.6 | 1328
Cc1cc2c(c(=O)n1CCCn1ccnc1)C(c1ccco1)C(C#N)=C(N)O2 (stereo unspecified) | 2.5 | 1.4 | 0.7 | 0.14 | 1526 | 12.0% | 5.2% | 0.1% | 3.1% | i | -45.5 | -0.84 | -0.18 | -0.478 | 0.58 | -0.1 | 1022
CC(C)OC(=O)CSc1nc2cc3c(cc2cc1C#N)OCO3 | 2.9 | 2.0 | 5.9 | 0.5 | 1561 | 0.4% | 1.0% | 1.4% | 1.6% | i | 29.1 | -0.405 | 0.329 | -0.247 | 1.09 | -2.3 | 1232
CC1CC(=O)Nc2ccccc2N1C(=O)Nc1ccc(F)cc1 (stereo unspecified) | x | x | x | 1.4 | 1072 | 0.1% | -0.3% | -2.7% | x | x | x | 1.72 | -0.261 | 0.691 | -0.957 | 0.1 | 1399
CCOC(=O)c1c(C)nc2sc3c(=O)n(-c4ccc(C(C)=O)cc4)nnc3c2c1-c1ccc(OC)cc1 | 2.6 | 1.6 | 7.7 | x | x | 8.1% | 1.0% | 9.0% | 4.7% | i | 9.2 | -0.506 | -0.181 | -0.773 | -0.261 | x | x
CCSc1cc(N2CCOCC2)nc(-c2ccccc2)n1 | 3.8 | 2.2 | 3.9 | -0.8 | 1341 | -9.7% | 2.6% | 3.9%[50 µM] | 3.3% | i | -7.1 | 0.121 | -0.285 | -0.0609 | -0.118 | -2.9 | 628
CC(=O)c1sc(NC(=O)CN2C(=O)CCC2=O)nc1C | 3.7 | 2.2 | 4.9 | x | x | x | x | 0.2% | x | i | -2.8 | -1.09 | -0.253 | -0.473 | 0.273 | x | x
Cc1nc(CC(=O)N2CCN(c3cccc(C)c3C)CC2)cs1 | 2.8 | 3.5 | 7.4 | -0.41 | 1276 | 13.6% | -0.9% | 0.5% | 4.2% | i | 8.2 | -0.529 | 0.176 | 0.134 | -0.0471 | -7.4 | 874
C=CCn1c(SCC(=O)Nc2cccc(C)c2)nnc1-c1cnccn1 | 3.4 | 2.4 | 5.2 | 0.55 | 1306 | 3.6% | 3.6% | 0.3% | 0.1% | i | -26.1 | 0.422 | -0.3 | 0.458 | -0.274 | -3.8 | 929
CCC(C)C(=O)Nc1nnc(SCC(=O)Nc2ccccc2F)s1 (stereo unspecified) | 2.9 | 2.3 | 1.9 | 0.87 | 1264 | 28.4% | 4.9% | -0.5% | 4.4% | i | -2.6 | 0.19 | -0.207 | 0.91 | -0.969 | 0.6 | 948
